PLCb3 inh: blocks human PLC-beta3 enzyme activity | Purified PLC-beta3, fluorogenic substrate, fluorescence | 0.18% of 370,000 active | Q01970 | inhibition, % at 12.2 µM; in the data active means inhibition above about 11%;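 further: 0% = median of compound wells on plate and 100% = full blocker control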
ADAM17 inh: inhibits human ADAM17 | P78536 | recombinant ADAM17, EDANS/DABCYL FRET peptide cleavage | inhibition, % at 6.95 µM | 0.83% of 370,000 active | AID 720648;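 active means inhibition above the mean of compounds lying between control limits plus 3 SD, set per campaign, cut at about 8.5% in these data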;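 further: 0% = DMSO-only wells as the low control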
ARFGAP1 inhibitor: rat ARFGAP1 inhibition. Q62848. Arfgap1-stimulated ARF1 GTP hydrolysis, GDP FP detection. inhibition, % at 16.5 µM. 0.26% of 360,000 active. AID 651572;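 active means inhibition above a per-plate limit, mean inhibition of low control wells plus 3 SD, cut at about 25% in these data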;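 further: 0% = DMSO wells with enzyme and 100% = wells lacking Arfgap1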
Target sequence (Q62848 1-136 limits assumed): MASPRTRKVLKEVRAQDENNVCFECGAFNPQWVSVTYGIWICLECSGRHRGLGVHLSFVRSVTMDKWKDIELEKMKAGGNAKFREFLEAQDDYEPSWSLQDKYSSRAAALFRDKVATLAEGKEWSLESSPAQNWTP
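System: truncated rat Arfgap1 GAP domain / Benchmarks: high control wells lacking Arfgap1, low control full reaction with DMSO / Times: compound-enzyme preincubation 20 min, reaction 120 min, detection 60 min, 25 °C / Repeats: one replicate per compound / Also added: human ARF1(Δ1-17)-GTP substrate / Measured by: Tracer-displacement fluorescence polarization with EDTA stop, 620/688 nm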
DDE Tn7 FP inh: disrupts Tn7 cyclic peptide binding to fibrin D-Dimer-E complex | P02675 | FP displacement of FITC-Tn7 peptide from fibrin DD(E); 0% = median of compound wells per plate | inhibition, % at 8.3 µM | 0.13% of 370,000 active | AID 720508;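 active means inhibition above the mean of compounds falling within the control limits plus 3 SD of them, cut at about 14% in these data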;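 further: 0% = plate median of compound wells and 100% = 10 µM Aha-Tn7 peptide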
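Assay system: Human clot-derived fibrin DD(E) complex | Buffer or medium: Tris/NaCl/CaCl2 buffer, pH 7.8 | Repeats: One replicate per compound | Benchmarks: Aha-Tn7 high control | Measure: % inhibition scaled between sample-field median and high-control FP | Schedule: 10 min plus 3 h, room temperature | Signal: Fluorescence polarization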
UHRF1 MBD2 ctr: human UHRF1 methylated DNA binding inhibitors | 0.75% of 370,000 active | UHRF1 binding to methylated oligo, TR-FRET | inhibition, % at 4.4 µM | Q96T88; in the data active means inhibition above about 21%;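 further: UHRF1 SRA domain binding a hemimethylated CpG hairpin DNA probe; 0% = median of test compound wells and 100% = reference inhibitor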
Target sequence (Q96T88 whole entry, looked up, the tested form may be a part): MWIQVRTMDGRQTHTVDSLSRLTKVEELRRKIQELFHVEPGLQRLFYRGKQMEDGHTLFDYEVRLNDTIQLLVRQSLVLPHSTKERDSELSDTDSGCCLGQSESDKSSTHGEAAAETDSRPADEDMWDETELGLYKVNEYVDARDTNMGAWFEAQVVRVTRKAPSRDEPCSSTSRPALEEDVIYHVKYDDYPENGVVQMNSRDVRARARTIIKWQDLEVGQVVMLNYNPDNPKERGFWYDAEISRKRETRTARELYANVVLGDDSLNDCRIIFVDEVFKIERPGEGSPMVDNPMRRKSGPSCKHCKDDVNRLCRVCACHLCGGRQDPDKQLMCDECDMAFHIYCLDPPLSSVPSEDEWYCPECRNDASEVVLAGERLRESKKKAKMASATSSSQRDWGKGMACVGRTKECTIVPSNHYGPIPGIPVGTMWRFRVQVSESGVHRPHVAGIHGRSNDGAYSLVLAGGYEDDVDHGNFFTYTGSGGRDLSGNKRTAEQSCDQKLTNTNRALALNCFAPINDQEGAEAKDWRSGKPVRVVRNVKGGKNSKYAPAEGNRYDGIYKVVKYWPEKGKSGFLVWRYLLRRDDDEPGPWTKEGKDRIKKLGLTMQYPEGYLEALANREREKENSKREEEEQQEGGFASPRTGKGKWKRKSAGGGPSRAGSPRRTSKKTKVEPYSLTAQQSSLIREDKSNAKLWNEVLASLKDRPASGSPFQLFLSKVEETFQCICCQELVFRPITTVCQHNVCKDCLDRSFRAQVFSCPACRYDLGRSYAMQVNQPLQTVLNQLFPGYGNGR
ASAP1 inh: ASAP1 ArfGAP inhibition. inhibition, % at 16.5 µM. ASAP1-stimulated ARF1 GTP hydrolysis, GDP FP detection. Q9ULH1. 0.19% of 360,000 active; in the data active means inhibition above about 25%;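 further: 0% = vehicle with enzyme and substrate and 100% = no enzyme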
PLCg1 inh: PLC-gamma1 (human) inhibition, primary screen | P19174 | purified PLC-gamma1, fluorogenic substrate, fluorescence | inhibition, % at 12.2 µM | 0.84% of 370,000 active | AID 720700; in the data active means inhibition above about 9.5%
proKLK7 act: proKLK7 (human) activation, primary screen. P49862. 0.9% of 370,000 active. activation, % at 7 µM. purified proKLK7, EDANS-DABCYL substrate fluorescence; 100% is mature enzyme control, 0% vehicle. AID 652039;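 active means activation above the mean of all tested compounds plus 3 SD, computed per campaign excluding outliers beyond control limits, cut at about 13% in these data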
MBD2 inh: blocks human MBD2 binding to methylated DNA | Q9UBB5 | TR-FRET, MBD2 binding to methylated oligonucleotide | inhibition, % at 4.4 µM | 0.31% of 370,000 active | AID 686964; in the data active means inhibition above about 13%
Tn6 DDE FP: DD(E)-Tn6 binding inhibition, primary FP screen; P02675; Fibrin DD(E) TRITC-Tn6 fluorescence polarization displacement; inhibition, % at 8.3 µM; 0.21% of 370,000 active;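 active means inhibition above a per-campaign cutoff: mean of compounds within control limits plus 3 SD, cut at about 15% in these data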;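 further: 0% = median of all compound wells on the plate and 100% = blocking peptide control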
* = called active by the depositor; . = no result given; & = joins results of further samples.

SMILES	PLCb3 inh	ADAM17 inh	ARFGAP1 inhibitor	DDE Tn7 FP inh	UHRF1 MBD2 ctr	ASAP1 inh	PLCg1 inh	proKLK7 act	MBD2 inh	Tn6 DDE FP
CSc1cc(-c2ccccc2)n(Cc2c(Cl)cccc2Cl)c(=O)c1C#N	0	-1	-3	-3	-1	11	1	0.3	-2	-7
COC[C@H]1CCCN1c1cccc2c1S(=O)(=O)N1CC[C@@H](C1)O2	-3	-7	.	-3	2	.	-1	0.0	0	0
C=CC[C@H](CC(=O)N(CCO)Cc1ccccc1)C(=O)N[C@H](COC(=O)[C@@H](CC=C)CC(=O)OC(C)(C)C)Cc1c[nH]c2ccccc12	3	13*	23	-7	-6	7	7	0.7	-3	0
CCOC(=O)[C@]12CCCC3=C1N(CCC3)C(=O)[C@@H](CC(=O)N1CCOCC1)C2	0	-3	.	5	-1	.	-1	0.2	4	4
CCN1CCN(C(=O)c2ccc3nc(-c4ccccc4)c(-c4ccccc4)nc3c2)CC1	-104	-221	0	-3	-3	-18	-63	1.5	1	2
COc1ccc(Cn2c(=O)[nH]c3cc(OC)c(OC)cc3c2=O)cc1	-7	-5	10	0	31*	0	-1	0.2	17*	-4
COc1ccc(CNC(=O)CSC(=S)N2CCCC2)cc1	-6	-9	4	-5	-1	-11	2	0.2	1	3
O=C(COC(=O)c1cc(S(=O)(=O)N2CCCC2)ccc1O)Nc1ccccc1Br	-4	-2	3	-1	-1	-8	-4	0.3	-1	-5
CN(Cc1ccccc1)C(=O)c1cccc(NC(=O)Cc2ccc(NC(=O)C3CCN(S(=O)(=O)c4cccc([N+](=O)[O-])c4)CC3)cc2)c1	3	0	1	-5	0	8	5	-0.2	-3	6
COC(=O)[C@]12C[C@H](CC(=O)NCCC(C)C)C(=O)N(Cc3cccc4ccccc34)C1=C[C@H](COCc1ccccc1)O[C@@H]2C	-2	2	.	-1	0	.	2	0.4	2	-2
CC1CCC2(CC1)C(Nc1cccc(Cl)c1)=NC(=S)N2CC#N (configuration not stated)	3	4	5	3	-3	-9	4	0.5	-7	0
CN1CCN(Cc2nc3cc(NC(=O)COc4ccc([N+](=O)[O-])cc4)ccc3n2C)CC1	10	-2	7	3	1	8	4	-0.5	-1	-2
CCC(=O)N1CCc2cc(S(=O)(=O)CCC(=O)NCc3ccc4c(c3)OCO4)ccc21	4	-2	-6	0	-1	-10	3	-0.4	0	-2
COc1cccc(/C=C2\Oc3ccc(O)cc3C2=O)c1O	-225	-1	4	-8	1	8	-174	8.0	-2	-5
Cn1nnnc1N=N/C(=N/Nc1ccccc1)c1ccccc1	-1	0	5	-2	-5	4	4	1.1	-2	-4
COc1ccc2c(c1)CCc1c-2n[nH]c1C(=O)NCCC(C)C	-7	4	6	7	-1	0	1	0.7	5	-5
Cc1cccc(C(=O)Nc2ccc(NC(=O)CN3CCOCC3)cc2)c1	-2	-1	-13	3	0	-11	-1	0.8	0	0
Cc1cccc(-c2cccc3c4c([nH]c23)[C@@H]2C[C@H](N(C)C(=S)NCCc3ccccc3)[C@H]([C@H](C)O)CN2CC4)c1	-299	-10	.	-6	-2	.	-238	0.2	-2	-3
O=c1c(-c2ccccc2)coc2cc(O)ccc12	-464	-143	-9	-9	-1	-11	-334	2.9	8	-8
COc1ccc(/C=N/NC(=O)C(C)n2cnc3ccccc3c2=O)cc1 (configuration not stated)	-6	1	5	1	5	10	5	-0.2	3	-7
COc1ccccc1C(=O)N(Cc1ccccc1)c1ccc(C)cc1	-1	2	12	5	-2	-4	3	0.9	1	-2
CC1(C)OC(=O)C(C(c2ccccc2)C(C#N)C(N)=O)=C(O)O1 (configuration not stated)	1	2	11	-9	-3	6	7	0.9	3	-2
C=C(C)Cn1c(COc2ccccc2)nnc1SCC(=O)O	2	-2	2	-5	0	-12	0	-0.2	15*	-1
Cc1ccc2nc(Cl)c(/C=N/n3c(C)nnc3C)cc2c1	-11	-6	-7	-4	-5	7	-2	-0.9	-2	2
CCOC(=O)CSC1=C(C#N)C(c2ccccc2OCC)C(C(=O)OCC)C(=O)N1 (configuration not stated)	1	0	-2	6	4	3	-5	0.6	0	3
O=C(O)CN(c1ccc2c(c1)OCCO2)S(=O)(=O)c1ccccc1	2	4	1	3	-1	-3	3	0.4	-2	0
Cc1cc(C(=O)C(=O)N(C)C)c(C)n1-c1ccc([N+](=O)[O-])cc1	2	-1	-3	3	-2	16	-2	-0.5	3	-3
Cc1ccc(C)c(C(O)c2ncc(-c3ccc4ccccc4c3)[nH]2)c1 (configuration not stated)	-16	-5	10	6	0	2	-10	-0.2	-3	7
CC(C)(C)OC(=O)NCCCCCNC(=O)c1ncn(Cc2ccccc2)c1C(=O)NCCCCCNC(=O)OC(C)(C)C	0	13*	-7	0	4	-1	0	-0.3	2	0
CCCN1C(=O)c2ccc(C(=O)Nc3nccs3)cc2C1=O	0	-3	5	4	-4	0	2	0.1	2	2
CCOc1ccc(NCc2cccn2-c2nnc(N3CCC(C(=O)NCCCN4C(C)CCCC4C)CC3)s2)cc1 (configuration not stated)	-8	-2	4	-1	-1	-3	-2	-0.2	7	-5
O=C(NCC(=O)N(Cc1cccs1)C(C(=O)NC1CCCCC1)c1ccco1)c1ccco1 (configuration not stated)	-2	-6	4	7	0	-3	-3	-1.0	1	-9
O=C(N/C(=C/c1ccc(Br)cc1)C(=O)N1CCOCC1)c1ccc(Br)o1	-16	-3	-7	-4	3	2	-3	0.2	-2	5
CC1=C(C#N)C(c2cccnc2)C2=C(N1)c1ccccc1C2=O (configuration not stated)	-24	-4	5	1	-11	14	-11	10	-8	-4
COc1ccc(-n2nc(C(=O)NCC(=O)NCCc3ccc(OC)c(OC)c3)c3ccccc3c2=O)cc1	-71	0	-5	-8	1	8	-38	1.6	-2	-3
CCCCn1c(N)c(N(CCOC)C(=O)c2cc(S(=O)(=O)N3CCOCC3)ccc2F)c(=O)[nH]c1=O	-2	-1	7	-1	2	-1	-2	-0.6	0	-12
O=C(O)CCC(=O)N(Cc1cccs1)Cc1cccs1	1	-3	10	-2	-1	9	3	-0.2	0	1
O=C(/C=C/c1cccc(F)c1)NC1CCN(Cc2ccccc2)CC1	0	1	1	-11	-3	-10	1	-0.3	-3	5
CC1CN(c2ccc(NC(=S)Nc3ccc(N4CC(C)OC(C)C4)cc3)cc2)CC(C)O1 (configuration not stated)	-8	-2	-3	-6	1	0	0	0.6	-5	-2
CN(Cc1cccc(Cl)c1Cl)C(=O)c1cc(S(=O)(=O)N2CCOCC2)ccc1F	7	1	-7	-9	-1	-4	3	1.4	-6	-2
CC1=NN(c2ccc(C)c(C)c2)C(=O)C1C(c1cccc(O)c1)C1C(=O)N(c2ccc(C)c(C)c2)N=C1C (configuration not stated)	5	5	8	-1	7	11	16*	0.5	9	1
CC1NC(=O)c2cccnc2-n2c1nc1cc(F)ccc1c2=O (configuration not stated)	3	-2	1	-12	0	3	1	0.1	-4	3
Cc1cccc(OCc2nnc(SCC(=O)N3CC(=O)Nc4ccccc43)o2)c1	-9	1	7	-2	0	2	-3	-0.2	0	9
O=C(COC(=O)c1ccc(F)cc1F)Nc1ccc(S(=O)(=O)N2CCOCC2)cc1	1	-5	4	0	-2	2	-3	0.5	5	-5
COc1ccc(Cl)cc1-n1c(=S)sc2c(=O)n(-c3ccc(F)cc3)c(SCC(=O)O)nc21	-2	3	4	1	-1	-3	3	0.5	-6	11
O=C(O)c1ccc(N/N=C2/CCCc3ccccc32)cc1	-9	4	8	5	1	-14	3	-0.9	-6	-4
CCN(Cc1nc2ccccc2c(=O)[nH]1)C(=O)c1cc2c(s1)CCCCC2	-2	-1	2	4	0	-1	-2	0.5	-1	0
CCCCCCCCCCOC(=O)Cn1c(COc2ccc(Cl)cc2)[n+](C)c2ccccc21	-3	-1	-6	-2	1	-2	13*	-0.8	-2	-4
Cc1nn(-c2ccc(F)cc2)c(Cl)c1/C=N/NC(=O)c1cccc(S(=O)(=O)N2CCCC2)c1	2	1	4	0	-2	-16	-2	-0.4	1	0
O=C(O)c1cc(N2C(=O)C3CC=CCC3C2=O)ccc1NCc1cccnc1 (configuration not stated)	-76	-40	10	1	2	15	-55	1.4	-3	-5
O=C1c2ccccc2NC(c2cccs2)N1NS(=O)(=O)c1ccccc1 (configuration not stated)	-327	-160	-18	1	3	1	-263	36*	-2	-1
COc1ccc(CCNC(=O)COC(=O)/C=C/c2ccc3c(c2)OCO3)cc1OC	-53	-27	8	2	1	3	-38	1.9	1	7
COC(=O)c1cc(NC(=O)c2nccnc2C(=O)O)cc(C(=O)OC)c1	-19	-20	15	-7	-1	-6	-14	0.5	-2	-2
O=C(COC(=O)/C=C/c1ccccc1)NNC(=O)c1ccccc1F	-3	-1	6	-2	0	-3	-5	0.4	-1	-2
NC1=NC(=O)/C(=C/c2ccc(OCC(=O)O)cc2)S1	3	-1	5	2	-1	5	4	0.1	0	3
Fc1ccc(SCCc2ccncc2)cc1	4&4	7&4	-5&11	7&8	3&0	-4&-3	4&1	-0.6&-1.2	-2&-6	-3&0
O=C(O)CCSCCCN1C(=O)c2cccc3cccc(c23)C1=O	-7	-10	9	0	-1	5	-4	-0.5	-2	-4
CCn1c(-c2ccccc2Cl)nn(CC(=O)Nc2cc(Cl)ccc2Cl)c1=S	1	12*	-2	1	4	-2	1	0.6	-4	0
O=C(CSc1nnc(CNC(=O)c2c(F)cccc2F)o1)Nc1ccc2c(c1)OCO2	-6	3	15	3	3	14	1	-0.8	-3	0
Oc1cc(Nc2cccnc2)cc2cccnc12	-30	-5	5	-2	0	9	-35	-0.8	-6	3

In the list so far, these have bromine.
SMILES	PLCb3 inh	ADAM17 inh	ARFGAP1 inhibitor	DDE Tn7 FP inh	UHRF1 MBD2 ctr	ASAP1 inh	PLCg1 inh	proKLK7 act	MBD2 inh	Tn6 DDE FP
O=C(COC(=O)c1cc(S(=O)(=O)N2CCCC2)ccc1O)Nc1ccccc1Br	-4	-2	3	-1	-1	-8	-4	0.3	-1	-5
O=C(N/C(=C/c1ccc(Br)cc1)C(=O)N1CCOCC1)c1ccc(Br)o1	-16	-3	-7	-4	3	2	-3	0.2	-2	5

Further results:
SMILES	PLCb3 inh	ADAM17 inh	ARFGAP1 inhibitor	DDE Tn7 FP inh	UHRF1 MBD2 ctr	ASAP1 inh	PLCg1 inh	proKLK7 act	MBD2 inh	Tn6 DDE FP
CC(=O)c1cccc(NC(=O)CSc2ccc(-c3ccco3)nn2)c1	-17	-1	-5	-7	7	11	-8	0.5	3	-12
CCc1ccc(Nc2ncc3c(n2)CC(C)(C)CC3=O)cc1	-34	1	14	-8	42*	3	-19	0.1	-5	3
CCOc1ccc(-n2c(SCc3ccc([N+](=O)[O-])cc3)nnc2-c2ccccc2)cc1	2	0	33*	2	2	6	1	-0.1	3	-5
Cc1cc(N2CCN(CC(C)(C)O)C[C@@H]2C)ccc1N1CCN(CC(C)(C)O)[C@H](C)C1	-2	3	-1	1	2	6	0	0.1	-4	-2
COc1ccc(C(=O)O/N=C/c2c(C(F)(F)F)nn(C)c2SCc2ccccc2Cl)cc1	5	1	5	1	1	-8	5	0.2	-2	4
COC(=O)C1=C(C)N(Cc2ccco2)C(=O)N[C@@H]1c1ccco1	-2	1	9	1	-2	13	-1	0.2	-2	-1

High-throughput results as filed in PubChem BioAssay.

Outcome played no part in choosing rows (roughly 4.1% active in at least one column).
